# Compound activity (PubChem)
# MITF act – activators of MITF-driven TRPM1 promoter activity in SK-MEL-5 cells. AID 588334. activation, % at 12.5 µM. 300,000 compounds, 0.75% hits. SK-MEL-5 TRPM1-promoter luciferase, 24 h; % of positive control, neutral wells = 0;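 active means mean activation of at least 80% with every replicate also reaching 80%; inconclusive means mean reaches 80% but some replicate falls short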;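 further: 0% = neutral control wells and 100% = parthenolide positive control wells; values of inactives mirror those of a sister screen read the other way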
# CDK5 p35 inh – inhibitors of human CDK5/p35 kinase. 330,000 compounds, 0.01% hits. Q00535+Q15078. inhibition, % at 10 µM. Recombinant CDK5/p35, ADP-Glo luminescence, 60 min;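 active means highest replicate inhibition of at least 50% and at least 75% of replicates reaching 50%; inconclusive means only one of the two criteria met; inactive means both criteria failed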;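 further: plate controls were DMSO neutral control for no effect and GW8510 at 10 µM for full effect; many of its hits are not listed in these tables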
# Target sequence (Q00535 whole entry, looked up): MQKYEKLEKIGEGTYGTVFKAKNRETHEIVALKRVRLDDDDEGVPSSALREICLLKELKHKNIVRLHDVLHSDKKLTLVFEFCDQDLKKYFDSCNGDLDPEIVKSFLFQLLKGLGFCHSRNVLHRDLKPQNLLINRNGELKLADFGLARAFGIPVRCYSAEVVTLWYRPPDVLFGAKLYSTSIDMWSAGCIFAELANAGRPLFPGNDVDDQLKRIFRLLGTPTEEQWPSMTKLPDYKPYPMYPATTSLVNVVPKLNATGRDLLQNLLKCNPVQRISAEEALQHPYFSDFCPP
# Target sequence (Q15078 whole entry, looked up): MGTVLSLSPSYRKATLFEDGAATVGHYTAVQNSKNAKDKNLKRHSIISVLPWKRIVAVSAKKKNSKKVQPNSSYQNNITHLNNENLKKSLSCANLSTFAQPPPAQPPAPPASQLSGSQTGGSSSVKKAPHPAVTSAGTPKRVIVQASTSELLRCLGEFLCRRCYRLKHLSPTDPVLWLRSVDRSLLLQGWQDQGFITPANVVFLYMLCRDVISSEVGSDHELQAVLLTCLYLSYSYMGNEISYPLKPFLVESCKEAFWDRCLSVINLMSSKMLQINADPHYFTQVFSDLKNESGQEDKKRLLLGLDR
# V-ATPase pH – yeast V-ATPase proton transport regulation by pHLuorin. AID 504577. S. cerevisiae, pHLuorin cytosolic pH fluorescence. response, % at 10 µM. 350,000 compounds, 0.37% hits; in the data active means response mostly above about 7.3%, no sharp cut-off; inactive means mostly below about 5.4%; further: actives read high; inactives centre near 0; some compounds called inactive have numbers as strong as hits
# dFosB act – enhances mouse delta FosB homodimer DNA binding. P13346. purified delta FosB, TAMRA-CDK5 oligo fluorescence polarization; percent of positive-control signal above neutral wells. activation, % at 25 µM. 340,000 compounds, 0.99% hits;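 active means mean activation above about 17%, with every replicate also reaching it, limit read from the data, passing the limit was not always enough; inconclusive means only one of the two conditions met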;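 further: fluorescence polarization rise as delta FosB binds a TAMRA Cdk5 AP-1 oligo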
# cardiac RTF act – cardiac RTF calcium sensitization; activation, % at 7.2 µM; AID 493008; 340,000 compounds, 0.24% hits; IANBD-labeled TnC RTF fluorescence at EC20 calcium; 0% EC20 calcium, 100% full calcium; P19429+P45379;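 active means activation above the mean over all tested compounds plus 3 SD, cut at about 30% in these data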;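 further: rise in fluorescence read as greater calcium sensitivity of cardiac thin filaments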
# CAL PDZ FP-1 – human CAL PDZ-peptide interaction inhibition; AID 504414; inhibition, % at 20 µM; Q9HD26; 330,000 compounds, 0.02% hits; purified CAL PDZ, TMR-peptide fluorescence polarization, 1 h;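 active means highest replicate inhibition of at least 40%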;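 further: plate controls were DMSO neutral control wells for no effect and unlabeled competitor peptide control wells for full effect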
#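 Test system: purified CerCALP PDZ construct; Compound dosing: one concentration, 20 µM compound; Also added: TMR-labelled reporter peptide T*-PRC34 bound in PDZ groove; Read-out: inhibition from polarization loss; Controls: unlabelled peptide and DMSO controls; Signal: FP readout, S and P plane fluorescence; Incubation: 1 h at RT.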
# Tat export inh – E. coli Tat transport inhibition | inhibition, % at 10 µM | 340,000 compounds, 0.036% hits | E. coli MC4100 TorA-mCherry Tat export, fluorescence | AID 488895;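 active means mean replicate inhibition at least 50% and at least half of replicates individually reaching 50%; inconclusive means only one of the two criteria met; inactive means neither criterion met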;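 further: exported cargo escapes ClpAP degradation while cytoplasmic cargo is degraded and loses fluorescence; 0% = median of neutral control wells and 100% = median of NaSCN control wells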
# Rtt109 Vps75 – C. albicans Rtt109 histone acetyltransferase inhibition; Q5AAJ8; purified Rtt109/Vps75, ThioGlo CoA-SH fluorescence, 4 h; inhibition, % at 34.9 µM; 330,000 compounds, 0.16% hits; AID 540336;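 active means inhibition of at least 50% in every replicate; inconclusive means best replicate reaches 50% inhibition but some replicates fall short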
# Target sequence (Q5AAJ8 whole entry, looked up): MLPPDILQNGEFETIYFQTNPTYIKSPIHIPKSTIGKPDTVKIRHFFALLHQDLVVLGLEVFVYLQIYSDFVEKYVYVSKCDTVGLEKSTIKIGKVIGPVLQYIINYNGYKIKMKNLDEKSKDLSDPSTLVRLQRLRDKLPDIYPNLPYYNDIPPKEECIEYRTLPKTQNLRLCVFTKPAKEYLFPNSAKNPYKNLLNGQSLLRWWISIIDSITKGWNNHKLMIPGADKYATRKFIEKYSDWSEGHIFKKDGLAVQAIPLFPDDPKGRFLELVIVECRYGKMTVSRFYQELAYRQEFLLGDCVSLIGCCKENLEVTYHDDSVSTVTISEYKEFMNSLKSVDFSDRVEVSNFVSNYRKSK
# Wnt act – activates Wnt/beta-catenin signaling in a reporter cell assay | activation, % at 9.35 µM | 300,000 compounds, 1.2% hits | activator, plate reader; in the data active means activation above about 30%, passing the limit was not always enough; inconclusive means no clear call, values can overlap the other calls;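 further: 0% = neutral control wells and 100% = positive control wells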
# CAL PDZ FP-2 – CAL PDZ (human) peptide binding inhibition | Q9HD26 | purified CAL PDZ, TMR-peptide fluorescence polarization, 1 h | inhibition, % at 24.9 µM | 300,000 compounds, 0.92% hits | AID 602252;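 active means mean inhibition of at least 30% with at least half of replicates also reaching 30%; inconclusive means no clear call, values can overlap the other calls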;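 further: 0% = DMSO neutral control and 100% = excess unlabeled competitor peptide PRC23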
# * = called active by the depositor; ? = inconclusive; / = not tested or not shown. Hits appear at their usual frequency; overall some 4.1% were active at least once.
SMILES,MITF act,CDK5 p35 inh,V-ATPase pH,dFosB act,cardiac RTF act,CAL PDZ FP-1,Tat export inh,Rtt109 Vps75,Wnt act,CAL PDZ FP-2
O=C(COC(=O)c1ccccc1Oc1ccccc1)NC1CCS(=O)(=O)C1 (stereo unspecified),-4,-0.2,1,4,-2,/,-17,3,/,-1
Cc1cccc(NC(=O)Cc2noc3ccccc23)c1,/,1.2,-4,4,-2,-1.7,-3,-2,/,0
COc1ccc(OCC(=O)NNC(=O)c2cccnc2)cc1,12,0.4,0,-11,1,-0.2,-1,-7,-1,-4
CC1=CC(=Nc2c(C)n(C)n(-c3ccccc3)c2=O)C=C(C)C1=O,-16,-4.0,1,-9,15,0.2,-6,6,/,1
CCN(C(=O)COC(=O)c1ccccc1OCc1ccc(Cl)cc1)C1CCS(=O)(=O)C1 (stereo unspecified),8,-3.3,6,-3,-2,-1.3,-6,0,-6,/
COC(=O)Cc1[nH]nc2c1C(C1C=CCCC1)C(C#N)=C(N)O2 (stereo unspecified),-10,0.0,-3,7,-6,/,-11,-1,/,-3
Cc1ccnc(NS(=O)(=O)c2ccc(NC(=O)C3CCCCC3)cc2)n1,-5,0.8,-1,0,2,0.4,-8,-9,/,-2
O=C(COC(=O)c1ncc(Cl)c(Cl)c1Cl)NCCc1ccccc1,-3,0.4,0,-1,-2,0.6,24,3,0,-3
CCCCOc1ccc(NC(=O)C2CC=CCC2C(=O)O)cc1 (stereo unspecified),1,0.3,1,-4,7,-3.5,-9,1,-2,-1
Cc1ccc(Cn2c(C(C)Nc3nc(-c4ccc(F)cc4)cs3)nc3cc(C(=O)NCCCO)ccc32)cc1 (stereo unspecified),-8,2.2,-2,?,-2,-2.1,11,4,-1,-2
COc1ccc(N(CC(=O)Nc2ccc3c(c2)OCO3)S(C)(=O)=O)c(OC)c1,/,-0.7,-7,-9,2,/,3,-4,12,-2
CN(C)C1=NC[C@H](Cc2ccccc2)N1CCCC1CCCC1,25,0.3,6,-4,2,-1.2,2,12,-5,0
COc1ccc(NC(=O)COC(=O)CCNC(=O)c2ccco2)cc1Cl,-1,-2.4,2,-2,-2,-2.3,-4,-2,1,5
CCN1CCN(c2cc(C)c3cc(NC(=S)N4CCCC4)ccc3n2)CC1,13,-0.7,0,6,0,-1.6,2,2,6,8
COc1ccc(NC(=O)C2CCN(S(=O)(=O)c3c(C)noc3/C=C/N(C)C)CC2)cc1,0,0.7,4,-15,4,-1.2,1,9,-2,/
Cc1cccc(C(=O)Nc2sc(C)c(-c3ccccc3)c2C#N)c1,64,0.0,-8,-9,-12,-2.1,4,15,/,2
O=C1CN(C(=O)CNCc2ccccc2)c2ccccc2N1,2,0.2,3,-4,0,-1.6,0,-5,2,2
CC(=O)Nc1ccc(NC(=O)CSc2ncc(C(=O)Nc3ccc(Cl)cc3)c(=O)n2C)cc1,-1,0.6,-3,6,-4,-0.4,-13,/,/,-5
CN(CC(=O)NCc1ccncc1)S(=O)(=O)c1ccc(Cl)cc1,3,0.5,-1,-5,0,-2.1,-1,6,-1,0
O=C(CSc1nnc(-c2ccccn2)o1)Nc1ccc(F)cc1,47,-3.8,2,-3,-2,-1.9,-1,2,21,-3
CC12COC3(C(=O)Nc4ccc(Cl)cc4)CC1CCC32C (stereo unspecified),2,0.5,-1,-8,5,0.0,-2,-5,/,2
CS(=O)(=O)N1CCCC(C(=O)c2cccc(Cl)c2)C1 (stereo unspecified),9,0.6,1,5,-7,0.5,5,-10,-1,-3
COc1cccc(/C=N\NS(=O)(=O)c2ccccc2)c1OC,-6,0.5,-1,5,3,-4.2,-2,-1,0,-2
Cc1ccc(-c2ccc(CCC(=O)O)n2CC(=O)O)cc1,-2,-3.6,-3,0,-3,-1.6,-4,-3,/,-4
COc1ccc(OC)c(NC(=O)COC(=O)/C=C/c2c(C)nn(C3CCS(=O)(=O)C3)c2Cl)c1 (stereo unspecified),1,0.2,-6,-4,-5,-0.2,-1,-1,/,/
CCOC(=O)c1sc2ncn(C(CC)C(=O)OC)c(=O)c2c1C (stereo unspecified),6,1.2,0,-4,1,-0.4,5,-1,/,-3
C=CCn1c(SCC(=O)Nc2cccnc2Cl)nnc1-c1ccccc1F,-3,-0.5,2,-2,-7,0.2,12,1,/,-2
COc1ccc(C)cc1S(=O)(=O)N1CCN(S(=O)(=O)c2cc(C(=O)O)ccc2C)CC1,/,0.9,2,-2,-3,0.5,8,11,2,-3
Cc1ccc2c(c1)C1CN(C)CCC1N2S(=O)(=O)c1cccc(C(F)(F)F)c1 (stereo unspecified),-7,-0.8,0,6,-3,0.3,0,0,-4,-7
O=C(NCc1ccc(F)cc1)C1CCCN(S(=O)(=O)c2cccc3nonc23)C1 (stereo unspecified),-1,/,-6,-2,-1,-3.2,-4,-1,0,-2
O=C(NCCOC12CC3CC(CC(C3)C1)C2)c1cccc(Br)c1,8,1.9,-2,-8,-2,-2.0,3,11,/,-2
CC(=O)N(CCN(C(C)=O)c1ccccc1)c1ccccc1,/,-0.4,1,0,1,-2.3,4,-10,-3,-1
CCc1cc2c(NCC(=O)O)ncnc2s1,0,0.0,3,1,1,1.2,-6,-6,/,-4
COCCn1c(SCC(=O)Nc2cccc(S(N)(=O)=O)c2)nc2ccccc21,-9,-0.6,/,1,0,-1.1,1,3,/,-4
COc1ccccc1-n1c(SCC(=O)Nc2cccc(C)c2)nc2c(c1=O)SCC2,2,-1.3,2,0,-3,-2.5,-5,25,1,/
COc1ccc(C(=O)OC(C(=O)c2ccccc2)c2ccccc2)cc1 (stereo unspecified),1,-1.2,-6,-4,-2,-1.7,-3,-3,/,-1
COc1cc(Cl)ccc1NC(=S)N(CCCN1CCOCC1)Cc1cn(C)c2ccccc12,-10,1.2,0,-14,4,-0.7,9,10,/,-3
O=C(N1CCCC1)n1c(Cc2ccccc2)nc2ccccc21,8,0.9,1,-2,-9,-0.5,-7,-3,-2,-1
CC1(c2ccc3noc(-c4ccc(Cl)cc4)c3c2)OCCO1,/,0.8,-1,-7,-7,-0.7,-1,-2,2,-5
C=CCn1c(SCC(=O)Nc2ccc3c(c2)OCO3)nnc1-c1ccccc1O,-1,1.1,3,-3,-10,-2.2,-5,4,/,/

# No new results follow: entries from further up.
SMILES,MITF act,CDK5 p35 inh,V-ATPase pH,dFosB act,cardiac RTF act,CAL PDZ FP-1,Tat export inh,Rtt109 Vps75,Wnt act,CAL PDZ FP-2
CC12COC3(C(=O)Nc4ccc(Cl)cc4)CC1CCC32C (stereo unspecified),2,0.5,-1,-8,5,0.0,-2,-5,/,2
CS(=O)(=O)N1CCCC(C(=O)c2cccc(Cl)c2)C1 (stereo unspecified),9,0.6,1,5,-7,0.5,5,-10,-1,-3

# Going on with the list.
SMILES,MITF act,CDK5 p35 inh,V-ATPase pH,dFosB act,cardiac RTF act,CAL PDZ FP-1,Tat export inh,Rtt109 Vps75,Wnt act,CAL PDZ FP-2
CCC(C)Sc1ccc([C@H]2N[C@@](Cc3ccccc3)(C(=O)OC)[C@H]3C(=O)N(CC)C(=O)[C@@H]23)cc1OC (stereo partly specified),-3,1.6,-2,-6,2,-3.4,-8,17,-2,-1
COc1ccc2c(c1)c(CC(=O)Nc1cccc(S(N)(=O)=O)c1)c(C)n2C(=O)c1ccc(Cl)cc1,-13,-2.8,-2,-2,3,-0.8,2,-3,-21,-9
C=CCC(NC(=O)Cc1ccccc1)C(=O)NCCC (stereo unspecified),-3,-0.9,1,-1,5,-0.1,-3,0,0,-4
O=C(COC(=O)CNC(=O)c1ccco1)NCc1ccc(F)cc1,-8,1.5,12,-3,-1,0.6,-1,1,0,-1
COc1ccc(NC(=O)CN(c2ccccc2)S(=O)(=O)N(C)C)cc1Cl,-5,1.6,-1,-10,1,-0.9,-5,-5,0,/
Cn1c(N)c(C(=O)COC(=O)c2cc(S(=O)(=O)NCc3ccccc3)ccc2O)c(=O)n(C)c1=O,3,-0.6,-2,-10,-1,-3.2,-3,-5,-2,-6
CCN(CC)/C(N)=N/c1nc(C)cc(C)n1,15,0.6,-3,1,-4,-0.7,-11,0,-1,1
Cc1ccc2c(c1)N(S(=O)(=O)c1ccc(F)cc1)C(C(C)(C)C)CO2 (stereo unspecified),4,-0.4,-2,1,1,-1.8,4,3,-3,0
COc1cccc(C(C(=O)NC2CCCC2)N(CCC(C)C)C(=O)CCC(=O)Nc2cc(C)on2)c1 (stereo unspecified),-10,-2.1,0,-15,-1,-0.9,6,50*,-2,0
CN1CCN(c2ccc(S(=O)(=O)N3CCOCC3)cc2NC(=O)CC(C)(C)C)CC1,0,0.2,0,-11,0,-1.2,-8,7,-2,2
C=CCOc1c(Br)cc(CNn2c(C)n[nH]c2=S)cc1OC,-5,0.5,-4,-6,-5,/,7,6,-1,-22
CN1/C(=C\C=Nc2ccc3ccccc3c2)C(C)(C)c2ccccc21,2,0.1,-2,-2,7,0.6,-8,11,/,-18
COc1ccccc1NC(c1cccnc1)c1ccc2cccnc2c1O (stereo unspecified),-10,3.2,0,0,2,-1.5,-1,?,11,-1
COc1ccc(N2CCN(C(=O)CCNC(=O)c3ccccc3)CC2)cc1,3,2.1,-1,-6,0,-2.2,3,-30,-2,1
C=CCCC(=O)Nc1ccc(COC(=O)N2CCOCC2)cc1,-2,0.5,3,-5,1,-1.0,2,-1,-2,-2
O=C(CSc1ncccc1C(=O)O)c1ccccc1,-5,-3.1,-3,2,6,-2.8,0,-4,/,-1
Cc1nonc1NC(=O)c1oc2ccccc2c1C,54,-0.1,-2,-8,8,-4.1,-9,-2,9,-1
CCOc1ccc(OCCC(=O)N(CC)CC(=O)Nc2ccccc2OC)cc1,2,-2.6,-1,-12,4,-0.6,-9,3,-4,/
Cc1cc2ncn(-c3ncnc4scc(-c5ccccc5)c34)c2cc1C,-1,0.4,-2,-12,-4,-3.5,3,-4,/,2
CC(/C=N/NC(=O)CSc1nnc(SCc2ccccc2)s1)=C\c1ccco1,-5,0.6,3,-3,-2,-1.8,5,-1,/,-4
C=CCn1c(Cc2cccs2)nnc1SCC(=O)Nc1ccc(C(=O)OCC)cc1,/,-1.6,3,-17,2,-1.4,-3,10,-4,-6
O=C(NCc1ccccc1Cl)C1CCCN1C(=O)Nc1ccccc1 (stereo unspecified),/,-0.2,-2,-2,-9,-0.3,2,-1,2,-1
O=C(NCc1ccc2c(c1)OCO2)c1cc(-c2ccccc2)nn1CC1CC(c2cccnc2)=NO1 (stereo unspecified),1,-1.1,-1,-22,-2,0.4,-2,-3,-2,10
CCN(CC)CCCNC(=S)N(CCCO)Cc1cc2cc3c(cc2[nH]c1=O)OCO3,-5,-0.7,1,6,-4,-1.9,0,2,1,/
Cc1cccc(C(=O)OCC(=O)N2CCCCCC2)c1O,/,0.5,-4,4,4,-1.0,-7,8,6,-8
CC1CCN(CC(=O)Nc2ccccc2C#N)CC1,12,0.2,5,3,-1,-1.5,17,2,0,-1
COc1ccc(CNC(=O)c2cnc3cc(C)ccn3c2=O)cc1,/,-0.9,-5,-5,-4,-3.3,-6,-9,0,/
